# Fluorescein fluor: fluorescein region autofluorescence | Compound autofluorescence, 480/540 nm, fluorescein-equivalent; stronger effect = higher value | 59,000 tested, 0.91% active | max fluorescein-equivalent concentration, M; in the data active means max fluorescein-equivalent concentration above about 10 nM; inconclusive means between about 1.1 nM and that limit
#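 Fluorescein stocks ranging 3 mM down to 300 nM, plus DMSO blanks, were pinned alongside compounds to build a per-plate standard curve. Buffer: 100 mM Tris, pH 8.0. Incubation 15 min, room temperature; filters 480/540 nm.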
# A350 autofl: A350 region autofluorescence. 59,000 tested, 11% active. max dye-equivalent concentration, M. Compound autofluorescence, 340/450 nm, Alexa 350 dye-equivalents; stronger effect = higher value; in the data active means max dye-equivalent concentration above about 10 nM; inconclusive means mostly about 1.1 nM to 9.6 nM
# BRCT inh green: inhibitors of human BRCA1 BRCT-phosphoprotein interaction (green fluorophore). Potency, µM (doses to about 76.9 µM), for inactives: at the highest dose activity change, negative = inhibition, hits mostly inhibitors. BRCA1 BRCT-phosphopeptide binding, green fluorescence polarization. AID 875. 75,000 tested, 0.05% active;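 further: potency means the concentration at half of the fitted maximal effect; plate controls were peptide without protein for full effect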
#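 Fluorescence polarization: His-tagged BRCT (~35 kDa BRCA1 C-terminus, 250 nM) bound to 100 nM fluorescein-labeled phosphorylated 10-aa BACH1 peptide, pH 7.3 phosphate buffer with DTT and Tween 20. Compounds incubated 12 min at room temperature; inhibition read as lowered polarization.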
# Casp1 inh: blocks human caspase-1 allosterically or competitively; P29466; Potency, µM (titrated, usually from 57.5 µM), for the others: at the top dose activity change, negative = inhibition, usual class: inhibitors; 75,000 tested, 0.03% active; AID 900; Caspase-1 enzyme, Ac-WEHD-AFC fluorogenic rate;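 further: potency means the concentration at half of the fitted maximal effect; plate controls were vehicle for no effect and no substrate for full effect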
# Target sequence (P29466 120-297 limits assumed): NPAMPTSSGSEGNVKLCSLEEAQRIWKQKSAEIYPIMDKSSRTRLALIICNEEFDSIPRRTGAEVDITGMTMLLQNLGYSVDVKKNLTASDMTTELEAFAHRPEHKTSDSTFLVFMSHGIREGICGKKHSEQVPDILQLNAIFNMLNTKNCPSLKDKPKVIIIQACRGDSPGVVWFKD
# Target sequence (P29466 317-404 limits assumed): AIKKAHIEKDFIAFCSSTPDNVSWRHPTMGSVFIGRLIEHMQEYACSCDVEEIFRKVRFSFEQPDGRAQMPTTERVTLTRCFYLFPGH
# BRCT inh red: disrupts BRCA1 BRCT binding to phosphoprotein, red fluorophore readout. 75,000 tested, 0.03% active. AID 892. Potency, µM (highest dose often 76.9 µM), inactives show at the highest dose activity change, negative = inhibition, actives largely listed as inhibitors. BRCT-phosphopeptide binding, red fluorescence polarization. P38398; further: on the % scale 0 is the no-effect control and ±100 the full control effect
#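 Rhodamine-labelled pBACH1 10-mer (100 nM) bound to BRCT domain (100 nM) at pH 7.3; compounds incubated 12 min room temperature, polarization read. Free peptide defines full inhibition; unlabelled decapeptide titrated as control.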
# HEK293 cAMP cs: raises cAMP in parental HEK293 cells, TSHR agonist counter-screen; 73,000 tested, 2.5% active; parental HEK293 CNG cAMP sensor, membrane potential fluorescence; AID 938; Potency, µM (top dose mostly 57.1 µM), for the others: at the highest dose activation, usual class: activators; further: potency means the concentration at half of the fitted maximal effect; % of control where 0% means no effect; nearly all actives have a fitted effect of over 55% in size
#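 Counterscreen for endogenous-receptor signalling: CNG-channel HEK 293 cells report cAMP rise by membrane depolarization. After 60 min dye equilibration with 100 uM RO 20-1724, compounds incubated 30 min before bottom-read fluorescence at 590 nm.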
# USP2a inh: USP2a (human) protease inhibition; O75604; AID 927; 60,000 tested, 0.1% active; Potency, µM (highest dose often 38.3 µM), for the others: at the top dose activity change, negative = inhibition, actives largely listed as inhibitors; USP2a enzymatic assay, qHTS inhibition;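 further: potency means the concentration at half of the fitted maximal effect; nearly all actives have a fitted effect of over 60% in size; plate controls were DMSO for no effect and NEM full inhibition control for full effect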
# Target sequence (O75604 whole entry, looked up): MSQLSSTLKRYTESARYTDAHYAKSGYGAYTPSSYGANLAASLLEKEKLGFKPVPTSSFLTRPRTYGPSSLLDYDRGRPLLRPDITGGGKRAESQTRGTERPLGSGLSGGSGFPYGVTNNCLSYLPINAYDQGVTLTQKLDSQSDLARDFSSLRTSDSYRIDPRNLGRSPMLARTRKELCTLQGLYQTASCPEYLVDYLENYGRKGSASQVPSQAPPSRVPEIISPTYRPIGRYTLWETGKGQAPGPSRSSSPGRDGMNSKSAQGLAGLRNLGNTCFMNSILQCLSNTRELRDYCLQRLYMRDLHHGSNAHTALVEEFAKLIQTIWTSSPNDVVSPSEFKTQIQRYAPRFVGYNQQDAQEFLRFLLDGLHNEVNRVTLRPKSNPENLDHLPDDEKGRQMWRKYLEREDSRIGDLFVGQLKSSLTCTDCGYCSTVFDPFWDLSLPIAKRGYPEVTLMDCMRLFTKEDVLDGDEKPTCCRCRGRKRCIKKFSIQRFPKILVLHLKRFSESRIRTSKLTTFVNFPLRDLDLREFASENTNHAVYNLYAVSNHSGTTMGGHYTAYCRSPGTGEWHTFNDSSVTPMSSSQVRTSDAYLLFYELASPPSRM
#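 USP2 core (20nM final) preincubated 30 min RT with compound, then Ub-PLA2 20nM and NBD C6-HPC 20uM final added; buffer 20mM Tris-HCl pH 8.0, 2mM CaCl2. Fluorescence Ex 460/Em 535 read at 0 and 2.5 h; normalized to NEM.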
# Caspase-7 inhib: blocks human caspase-7 allosterically or competitively | recombinant caspase-7, Ac-DEVD-AFC fluorescence rate | 75,000 tested, 0.02% active | AID 889 | P55210 | Potency, µM (doses to about 57.5 µM), for the others: top-dose activity change, negative = inhibition, actives largely listed as inhibitors; active means well fitted inhibition curve with a large enough effect in the main read-out, with a control signal flat, not every such curve was filed as active; inconclusive means small, poorly fitted or top-dose-only effect, or a change in a side signal; further: potency means the concentration at half of the fitted maximal effect; % of control where 0% means no effect
# Rhodamine autofl: compound autofluorescence in rhodamine spectral region; max dye-equivalent concentration, M; 59,000 tested, 0.05% active; AID 594; Rhodamine-region fluorescence, 547/598 nm, Tris buffer; stronger effect = higher value; in the data active means max dye-equivalent concentration above about 11 nM; inconclusive means between about 1.1 nM and that limit
#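 A six-point rhodamine series on each plate calibrates the signal. Compounds sit in 100 mM Tris (pH 8.0) for 15 min at ambient temperature before imaging through 547 nm/598 nm filters.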
# Texas Red fluor: Texas Red region autofluorescence. Compound fluorescence, Texas Red channel, 547/618 nm; stronger effect = higher value. max dye-equivalent concentration, M. 59,000 tested, 0.06% active. AID 587; in the data active means max dye-equivalent concentration above about 10 nM; inconclusive means between about 1.1 nM and that limit
#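 Compound titrations in 100 mM Tris pH 8.0 were incubated 15 min at room temperature and read at 547 nm excitation / 618 nm emission. Texas Red six-point standard curve on each plate converted fluorescence to dye-equivalent concentration.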
# 4MU fluor: 4-MU region autofluorescence. 59,000 tested, 11% active. compound autofluorescence, 340/450 nm, 4-MU equivalents; stronger effect = higher value. max dye-equivalent concentration, M. AID 589; in the data active means max dye-equivalent concentration above about 10 nM; inconclusive means mostly about 1.1 nM to 9.6 nM
#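 Intrinsic fluorescence at 340/450 nm (ex/em) was read after 15 min at room temperature in pH 8.0, 100 mM Tris. Each compound concentration expressed as 4-MU-equivalent concentration from a six-point 4-MU standard series on each plate.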
# An asterisk follows results filed as active; i = inactive; ? = inconclusive; nt = not tested or not shown; [ ] = dose if it differs, or a comment. Unless noted, the call rests on the fitted dose curve; in most records, active means well fitted curve in the direction sought with a large enough effect; inconclusive means small, poorly fitted or top-dose-only effect, or another doubt; inactive means no such curve, though single readings can be large; an effect the other way counts as inactive or inconclusive.
# Sequence of screens – Fluorescein fluor, A350 autofl, BRCT inh green, Casp1 inh, BRCT inh red, HEK293 cAMP cs, USP2a inh, Caspase-7 inhib, Rhodamine autofl, Texas Red fluor, 4MU fluor
COc1ccccc1-n1cnc2cc(C(=O)NCC3CCCO3)ccc21 (stereo unspecified)
    i, i, 1.4%, -2%, -0.6%, -6%, -1%, 0%, i, i, i
COc1ccc(NC(=O)CSc2nnc(Cc3cccn3C)n2-c2ccc(OC)cc2)cc1
    nt, nt, -2.6%, -3%, -0.9%, 0%, nt, -2%, nt, nt, nt
CCOc1ccccc1C1CC(c2ccc(F)cc2)Nc2nc(N)nn21 (stereo unspecified)
    nt, nt, -0.9%, 2%, -0.9%, -4%, nt, -2%, nt, nt, nt
CCCCCCN(CCCCCC)C(=O)Cc1c(-c2ccc(F)cc2)[nH]c2ccccc12
    i, i, 5.1%, 0%, 1.4%, ?, -3%, 2%, i, i, i
N#CC1=C(N)SC(N)=C(C#N)C1CCC1CCCCC1
    ?, i, 90%[activator], -9%, -0.9%, 24%, 194%[activator], -12%, i, i, i
COc1ccc(-c2cn3c(C)c(C(=O)NC(C)C)sc3n2)cc1
    i, i, -0.6%, 1%, -0.4%, 5%, -4%, 3%, i, i, i
COC(=O)[C@@H]1C[C@H]1[C@@H](NC(=O)c1cc(C)on1)c1ccccc1
    nt, nt, -3.6%, -1%, -1.5%, 15%, nt, -1%, nt, nt, nt
Cc1cccnc1NC(=O)c1c(O)c2cccc3c2n(c1=O)CCC3
    i, ?, 0.9%, -2%, -0.8%, -15%, -9%, -2%, i, i, ?
O=C(NCCN1CCOCC1)c1cc(-c2cccs2)on1
    i, 1.2e-08M*, -0.5%, -1%, 0.9%, 3%, -1%, 1%, i, i, 1.1e-08M*
COc1ccc(OC)c(NC(=O)C(CC(C)C)NC(=O)C2CCCCC2)c1 (stereo unspecified)
    i, i, 0.1%, -7%, -1.0%, ?, 20%, -2%, i, ?, i
COc1cccc(-n2c(SCC(=O)N3CCCC3)nc3c([nH]c4ccccc43)c2=O)c1
    nt, nt, -3.4%, -2%, -1.9%, 6%, nt, 1%, nt, nt, nt
CCOC(=O)CNC(=O)CSc1nnc(SCC(=O)NCC(=O)OCC)s1
    nt, nt, -1.4%, -1%, 0.8%, 4%[11.4 µM], 1%[7.66 µM], 1%, nt, nt, nt
O=C(Nc1ccccn1)C12CC3CC(C1)CC(C(=O)Nc1ccccn1)(C3)C2
    ?, i, -1.3%, -1%, -1.2%, 2%, -5%, -5%, i, i, i
CCn1c(SCC(=O)O)nnc1C1CCCCC1
    ?, ?, -0.7%, 0%, 0.2%, 11%, -7%, 1%[0.00368 µM], i, i, i
CN(C)S(=O)(=O)c1ccc(C(=O)NCc2ccccc2)cc1
    i, i, -0.5%, -2%, -0.2%, -3%, -4%, 2%, i, i, i
CCOCCCn1cnc2c(c1=O)c1nc3ccccc3nc1n2-c1ccc(C)cc1
    ?, 2.9e-07M*, -0.4%, -1%, -0.2%, 18%, 19%, -1%, i, ?, 2e-07M*
NC(=O)c1ccc(Br)c(S(=O)(=O)N2CCCCC2)c1
    nt, nt, 0.3%, -1%, -0.6%, 15%[11.4 µM], 4%[7.66 µM], 3%, nt, nt, nt
CCOC(=O)N1CCN(S(=O)(=O)c2c(C)[nH]c(=O)[nH]c2=O)CC1
    ?, i, -11%, -17%, 0.2%, 11%, 0%, -14%, i, i, i
CC(=O)c1cccc(NC(=O)CN(c2ccc(C)cc2)S(=O)(=O)c2cccc3nonc23)c1
    i, i, 17%, -7%, 3.0%, -10%, 40%[activator], -1%, i, i, i
CC(C)NC(=O)Cn1c(SCC(=O)N2CCCc3ccccc32)nc2ccccc21
    i, i, -4.4%, -1%, 0.8%, 3%, 11%, 2%, i, i, i
COc1cc(-c2csc(C)n2)ccc1O
    ?, i, 0.4%, 2%, 1.1%, 9%, 1%, -1%, i, i, i
O=C(CN1CCCc2ccccc21)NCc1ccc2c(c1)OCO2
    i, i, 2.2%, 0%, -0.7%, 16%, 14%, -2%, i, ?, i
CC(=O)N(Cc1cccnc1)Cc1cc2ccc(C)cc2[nH]c1=O
    ?, ?, 0.4%, -1%, -3.0%, 6%, 5%, -1%, i, i, i
C=CCn1c(N)c(C(=O)N2CCOCC2)sc1=S
    i, i, -1.8%, -1%, 0.2%, -3%, -2%, 0%, i, i, i
COC(=O)c1cnn2c3c(c(C)nc12)CCCC3
    i, ?, -1.5%, 2%, 0.0%, 3%, -2%, 1%, i, ?, ?
O=C(CNC(=O)c1ccco1)OC(C(=O)c1ccccc1)c1ccccc1 (stereo unspecified)
    ?, i, -1.0%, 0%, 1.5%, 6%, 1%, 1%[0.00368 µM], i, i, i
Cc1ccc(Cn2c(N3CCCCCC3)nc3c2c(=O)[nH]c(=O)n3C)cc1
    i, i, 0.9%, -2%, -2.2%, ?, nt, 0%, i, i, i
COc1ccc(OCC2CC3C(CCC(C)C3c3ccc(Br)cc3)C(=O)O2)cc1 (stereo unspecified)
    nt, nt, -0.3%[15.4 µM], -1%[11.5 µM], 1.6%[15.4 µM], ?, nt, -1%[11.5 µM], nt, nt, nt
CCOC(=O)c1cc(C)n(-c2c(C)n(C)n(-c3ccccc3)c2=O)c1C
    i, i, 0.1%, -1%, 0.2%, 8%, 11%, 0%, i, ?, i
OCCn1c(CSc2nc3ccccc3n2CCO)nc2ccccc21
    nt, nt, 0.1%, -7%, -3.4%, -14%, nt, -8%, nt, nt, nt
O=C(Oc1ccc2ccccc2c1Cl)N1CCCC1
    i, i, 0.4%, -1%, 0.0%, 8%, -8%, 6%, i, ?, i
O=C(NC1CCCCC1)C(c1ccc(F)cc1)N(Cc1ccco1)C(=O)Cn1nnc2ccccc21 (stereo unspecified)
    i, ?, -0.9%, 0%, 0.0%, 16µM*, -4%, 1%, i, i, ?
Cc1noc(NS(=O)(=O)c2ccc(NC(=O)COc3ccc(Cl)cc3Cl)cc2)c1C
    nt, nt, -1.4%, -4%, -2.0%, -1%[11.4 µM], 30%[7.66 µM], -8%, nt, nt, nt
O=C(CN(C1CCCCC1)S(=O)(=O)c1ccc(Cl)cc1)NCCCO
    nt, nt, -5.4%, 2%, -0.1%, 2%, 9%, 1%, nt, nt, nt
Cn1c(=O)oc2cc(S(=O)(=O)N3CCN(C(=O)c4ccco4)CC3)ccc21
    ?, ?, 6.8%, -2%, 0.0%, 5%, -5%, -4%, i, i, ?
N#Cc1c(N)nc(-c2ccccc2)nc1-c1ccccc1
    ?, i, -2.4%, -1%, -0.2%, 13%, -1%, 0%, i, i, i
COc1ccc(S(=O)(=O)NC(CC(=O)NC2CCCC2)c2ccco2)cc1 (stereo unspecified)
    i, i, -3.9%, 1%, -0.5%, 11%, -7%, -1%, i, ?, i
CCOC(=O)c1c(C)[nH]c(C)c1C(=O)CSc1nnnn1-c1ccccc1
    ?, i, -1.3%, -1%, -2.4%, 0%, 7%, 1%, i, i, i
Cc1ccc(NC(=O)C2(N(C(=O)Cn3nnnc3N)c3ccc(C)cc3)CCCCC2)cc1
    i, i, -1.7%, 0%, 0.0%, 9%, 30%[activator], 2%, i, i, i
CC(C)Cn1c(=O)c(C(=O)Nc2ccccc2S(N)(=O)=O)c(O)c2ccccc21
    nt, nt, 1.9%, 0%, -2.1%, ?, ?, 0%, nt, nt, nt
CCSc1ncc(Cl)c(C(=O)Nc2ccc(S(=O)(=O)Nc3onc(C)c3C)cc2)n1
    i, i, -4.9%, -1%, -0.1%, -6%, -5%, 0%, i, i, i
COC(=O)c1cccc(C(=O)Nc2ccc(C)cc2)n1
    i, i, 1.3%, 1%, -4.1%, -10%[2.29 µM], -6%, -1%, i, i, i
CCOC(=O)c1oc2ccccc2c1NC(=O)c1ccc(S(=O)(=O)N(C)C)cc1
    i, 5.9e-08M*, -0.4%, -3%, -0.5%, 21%, -11%, -3%, i, i, 4.5e-08M*
CCN(CC)S(=O)(=O)c1cc(C(=O)Nc2ccncc2)ccc1Cl
    i, i, -0.7%, 1%, -0.7%, ?, 9%, -2%, i, i, i
Cc1[nH]c2ccc(-c3nnc(SCC(=O)c4ccc(F)cc4)o3)cc2c1C
    ?, i, 2.6%, -3%, 1.5%, 9%, 21%, 1%, i, i, i
CC(=O)N1CCC2(CC1)CCN(c1ccccn1)CC2
    i, i, -2.5%, -3%, -1.6%, -4%, 0%, 0%, i, i, i
Cc1ccc(NC(=O)CSc2nnc(-c3cnccn3)n2Cc2ccco2)cc1C
    i, i, -0.7%, -2%, -0.5%, 1%, 9%, 0%, i, ?, i
COc1cccc(-c2nc(-c3ccc(NC(=O)c4cccnc4)cc3)no2)c1
    i, i, -1.0%, 0%, 0.3%, -2%, 23%, 0%, i, ?, i
Cc1ccc2c(c1)cc(CN(Cc1cccs1)C(=O)c1ccco1)c1nnnn12
    i, i, 0.9%, -2%, -0.3%, 16µM*, 21%, -2%, i, i, i
Cc1ccc(NC(=O)CCNS(=O)(=O)c2ccc3c(c2)oc(=O)n3C)cc1C
    i, i, -1.5%, -1%, -3.3%, 1%, -1%, 1%, i, i, i
COC(=O)c1ccc(C)c(NS(=O)(=O)c2ccc3c(c2)OCCO3)c1
    nt, nt, -2.2%, -3%, -2.2%, ?, -16%[7.66 µM], 0%, nt, nt, nt

# Compound activity deposited in PubChem by National Center for Advancing Translational Sciences (NCATS).

# Only part of the results is shown; count on the stated rates, not on these rows.
